# TcdB inh: TcdB glycohydrolase inhibitors, primary screen, biochemical, single point, plate reader. Toxin B (Clostridioides difficile), P18177. TcdB glycohydrolase enzymatic assay. inhibition, % at 9.99 µM. 0.24% of 350,000 active. AID 652162, 2013; in the data active = inhibition above about 10%
# CCHFV vOTU inh: CCHFV vOTU protease inhibitors, primary screen, biochemical, Pep-AMC substrate, fluorescence; inhibition, % at 11.5 µM; 0.55% of 370,000 active; in the data active = inhibition above about 30%; also: 0% = vehicle wells with enzyme and 100% = no enzyme wells
# Yp Topo-I inh: Yersinia pestis topoisomerase I inhibitors, primary screen, biochemical, cleavage product accumulation, plate reader, single point; AID 504884, 2011; Y. pestis Topo-I cleavage product accumulation; DNA topoisomerase I (Yersinia pestis CO92); activity, % at 10 µM; 0.064% of 360,000 active; in the data active = activity above about 50%, passing the limit was not always enough; inconclusive = no clear call, values can overlap the other calls; also: inactives centre near 2
# PrPC surface inh: inhibitors of human cell surface prion protein PrPC, primary screen, cell-based, TR-FRET | Major prion protein (Homo sapiens), P04156 | AID 720596, 2013 | inhibition, % at 13.8 µM | 0.43% of 370,000 active | TR-FRET read-out; in the data active = inhibition above about 24%; also: 0% = median of the test wells and 100% = reference compound wells
# Anthrax LF prot: Bacillus anthracis LF protease inhibitors, primary screen, biochemical, multiplex microsphere, MLPCN library. Lethal factor (Bacillus anthracis), P15917. multiplex microsphere protease cleavage assay. inhibition, % at 10 µM. 0.12% of 360,000 active. AID 588501, 2011; also: plate controls were buffer without enzyme for full effect and enzyme alone for no effect
# Target sequence (P15917 whole entry, looked up): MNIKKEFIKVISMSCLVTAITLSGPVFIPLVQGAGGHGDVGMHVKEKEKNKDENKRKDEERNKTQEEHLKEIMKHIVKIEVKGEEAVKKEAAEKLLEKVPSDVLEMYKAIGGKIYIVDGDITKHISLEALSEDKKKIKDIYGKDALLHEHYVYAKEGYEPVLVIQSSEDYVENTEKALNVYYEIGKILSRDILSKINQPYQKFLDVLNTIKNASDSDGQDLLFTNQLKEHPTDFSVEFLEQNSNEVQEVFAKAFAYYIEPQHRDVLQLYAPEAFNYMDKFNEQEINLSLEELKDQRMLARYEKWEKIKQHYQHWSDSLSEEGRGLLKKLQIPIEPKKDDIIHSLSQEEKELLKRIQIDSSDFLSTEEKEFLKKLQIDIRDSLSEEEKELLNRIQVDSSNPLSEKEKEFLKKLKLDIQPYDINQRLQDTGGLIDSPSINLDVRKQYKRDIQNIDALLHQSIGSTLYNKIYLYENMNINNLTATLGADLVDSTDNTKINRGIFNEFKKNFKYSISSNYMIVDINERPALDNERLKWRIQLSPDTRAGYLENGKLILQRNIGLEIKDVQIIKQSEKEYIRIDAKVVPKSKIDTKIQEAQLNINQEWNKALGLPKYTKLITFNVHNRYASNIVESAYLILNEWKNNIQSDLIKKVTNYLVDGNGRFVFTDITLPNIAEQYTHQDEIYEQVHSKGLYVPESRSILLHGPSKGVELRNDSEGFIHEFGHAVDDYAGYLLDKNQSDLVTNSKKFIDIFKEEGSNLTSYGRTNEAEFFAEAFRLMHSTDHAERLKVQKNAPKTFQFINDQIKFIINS
# BoNT-F LC inh: BoNT/F light chain protease inhibitors, primary screen, biochemical, flow cytometry, MLPCN library | Multiplex microsphere protease cleavage assay | inhibition, % at 10 µM | 0.22% of 360,000 active | Botulinum neurotoxin type F light chain protease (Clostridium botulinum); in the data active = inhibition above about 35%, passing the limit was not always enough; inconclusive = no clear call, values can overlap the other calls; also: plate controls were buffer without enzyme for full effect and enzyme alone for no effect
# PfHsp40 rescue: rescue of yeast from PfHsp40 toxicity, primary screen, S. cerevisiae, ATP luminescence; S. cerevisiae expressing PfHsp40, growth rescue; growth rescue, % at 12.5 µM; 0.68% of 340,000 active; AID 504582, 2011; in the data active = growth rescue above about 28%, passing the limit was not always enough; inconclusive = no clear call, values can overlap the other calls;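 also: yeast W303a lacking pdr1 and pdr3 grown in galactose medium; growth measured after three days at 30 °C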
# BoNT-A LC inh2: BoNT/A light chain protease inhibitors, primary screen, biochemical, flow cytometry, MLPCN library. Botulinum neurotoxin type A light chain protease (Clostridium botulinum A str. ATCC 3502). multiplex microsphere protease substrate cleavage. inhibition, % at 10 µM. 0.17% of 360,000 active. AID 588499, 2011; also: plate controls were buffer without enzyme for full effect and enzyme alone for no effect
# FadD28 FP inh: inhibitors of FadD28 bisubstrate probe binding, primary screen, biochemical, fluorescence polarization, single point; Mycobacterium tuberculosis FadD28 fatty-acid-AMP ligase; inhibition, % at 12.5 µM; 0.22% of 360,000 active; in the data active = inhibition above about 8.5%, passing the limit was not always enough; inconclusive = no clear call, values can overlap the other calls
# Active calls of the source: *; ? = inconclusive; nt = no result given; & = joins results of further samples. Rule as the data show it, unless noted: active = inhibition above about 30%; inconclusive = no clear call, values can overlap the other calls; inactive = below that.
SMILES,TcdB inh,CCHFV vOTU inh,Yp Topo-I inh,PrPC surface inh,Anthrax LF prot,BoNT-F LC inh,PfHsp40 rescue,BoNT-A LC inh2,FadD28 FP inh
Cc1cc(=O)oc2cc(OCCSc3nnc(-c4ccccc4)o3)ccc12,nt,-3,13,0,1,-8,0.3,-0.1,0.0
O=c1cc2c(nn1Cc1cccc(Cl)c1)-c1ccccc1CC2,nt,12,41,-4,-4,-15,47*,0.6,-2.0
CCCCN(C)CCCNC(=O)C1CC(=O)N(Cc2ccc(OC)cc2)C1 (stereo not given),nt,1,-1,7,1,-3,-1.4,0.3,-4.2
O=c1[nH]cnc2sc(-c3ccccc3)cc12,-8.3,-7,-10,4,-2,4,-0.1,0.1,-0.3
CS(=O)(=O)c1ccc(-c2nnc(NC(=O)c3ccc(S(=O)(=O)N4CCCC4)cc3)o2)cc1,0.8,8,1,1,-4,3,1.3,1.7,-5.0
Cn1c(SCC2CCCCC2)nnc1-c1ccncc1,nt,-12,7,8,3,1,-2.5,1.2,-3.8
O=C(O)CSc1nc2ccccc2n1C1CCCCC1,2.1,9,1,4,9,0,-0.3,5.2,-1.3
CCOC(=O)CCC(NC(=O)c1ccc(NCN2C(=O)c3ccccc3C2=O)cc1)C(=O)OCC (stereo not given),nt,11,6,11,-8,4,-0.2,0.6,-1.6
CCOc1ccc(-c2nnc(NC(=O)CCCOc3cccc(C)c3)o2)cc1,nt,-11,3,-4,-7,-8,0.2,0.1,-3.6
COc1cccc(NC(=O)N(C)C[C@H]2OCc3cn(nn3)CCCC(=O)N([C@@H](C)CO)C[C@@H]2C)c1,-0.6&-0.6&0.0,6,2,0,0,2,nt,0.1,-0.9
O=C(Cn1cnc2c(cnn2-c2ccccc2)c1=O)OCc1ccccc1,nt,18,17,-4,6,-6,0.2,-0.7,0.0
COc1ccc([C@H]2C[C@@H](O)[C@H](n3cc(C4CC4)nn3)CN2C(=O)c2cccs2)cc1,-0.5,9,-3,7,-5,-1,nt,0.1,-1.5
O=S(=O)(c1ccc(Cl)cc1)c1nc(-c2ccco2)oc1N1CCCCC1,0.2,-5,12,4,3,4,-0.6,2.1,0.6
Cc1cc(C)n(CC(=O)NNC(=O)C2CC(=O)N(Cc3ccccc3Cl)C2)n1 (stereo not given),-0.2,5,1,-1,-2,-1,-0.9,-0.7,-3.1
Nc1ccc2c(c1)C(=O)CCC2,1.9,-2,2,7,0,-3,nt,-0.2,-3.5
COc1ccc(C(=O)Nn2c(SCC(=O)c3ccccc3)nc3ccccc3c2=O)cc1,nt,3,4,2,-9,-17,0.9,-2.6,-1.9
O=C(COC(=O)c1ccc[n+]([O-])c1)Nc1ccc([N+](=O)[O-])cc1Cl,-12,13,4,-19,-3,-4,0.4,-1.8,nt
CCN(C[C@H]1N[C@@](C)(C(=O)OC)[C@H]2C(=O)N(Cc3ccccc3)C(=O)[C@@H]12)S(=O)(=O)c1ccc(OC)cc1,1.2,-4,22,-4,-8,-12,1.8,-0.2,-0.3
O=C(Nc1ccccc1-c1ccccc1)c1cccc(C(F)(F)F)c1,nt,26,14,-8,1,14,-0.7,1.3,-3.3
Cc1nn(-c2ccccc2)c(Cl)c1C(=O)OCC(=O)NCCc1ccccc1,0.4,-2,30,-1,1,0,-0.1,-2.4,-2.7
COc1cccc(-n2nc(C(=O)N3CC(C)CC(C)C3)c3ccccc3c2=O)c1 (stereo not given),nt,20,4,8,-8,8,0.2,6.5,0.7
Cc1ncsc1CCOC(=O)c1cccnc1,1.3,-1,-7,-3,0,-1,-2.1,-0.2,-2.0
O=C(NCc1ccc(F)c(F)c1)C1CCC(=O)N(CC2CCCCC2)C1 (stereo not given),0.5,-6,5,1,-4,-3,0.4,1.3,-0.9
CCOC(=O)c1c(C(=O)OCC)c(C)n(N2C(=O)CSC2=S)c1C,nt,-4,2,-10,-5,0,0.6,0.9,3.2
COc1ccc(C2=C(Nc3ccc(C)cc3)c3ccccc3C2=O)cc1,0.4,5,-11,-8,-2,8,1.7,-0.1,-2.9
COc1ccc(F)cc1S(=O)(=O)NCc1ccccc1,nt,-5,3,-7,0,-4,-1.1,0.1,-3.4
C[C@H](NS(=O)(=O)c1ccc(Cl)cc1)C(=O)OCC(=O)c1ccc[nH]1,2.4,5,-4,-4,-9,-4,-0.8,0.1,-3.6
CN(CC(=O)Nc1ccccc1C(=O)Nc1ccccc1)C1CCCCC1,-0.6,3,5,7,-1,3,1.3,4.9,-2.6
COc1ccccc1CN1CCNCC1,2.3,-6,-3,2,-5,-4,nt,-0.3,0.2
CCOC(=O)c1cc2c(C)n(-c3ccc(C)cc3)c(C)c2ccc1=O,nt,2,17,5,-2,-2,-0.3,1.0,-0.1
Cc1ccc2nc(C3CCCCC3)c(Cc3ccccc3)n2c1,0.2,10,nt,10,-3,-2,nt,0.3,-4.7
COCC(=O)N1C[C@H]2CON(C)[C@H]2C[C@H]1c1cccc(-c2ccccc2OC)c1,1.2,-4,2,-4,0,-1,nt,0.2,0.7
Cc1c(Br)c(C(=O)NCc2cc3cc(Cl)ccc3[nH]2)nn1C,-0.9,7,-1,4,0,2,0.9,0.2,-19
COc1ccc(-c2nc(S(=O)(=O)c3ccc(C)cc3)c(N3CCCC3)o2)cc1,nt,14,-7,-4,0,-18,1.2,-0.4,-0.9
O=C(N/C=C/c1ccc(Cl)cc1)NCc1ccc(Cl)cc1,nt,14,-2,11,-1,0,1.0,0.0,-7.0
O=C(NNC(=S)NC1CCCCC1)c1ccc(Cl)s1,0.2,9,13,7,-4,-1,2.0,-1.4,2.3
CCC1(c2ccc(F)cc2)NC(=O)N(CC(=O)Nc2ccc(C)c(S(=O)(=O)N3CCOCC3)c2)C1=O (stereo not given),0.9,8,8,-4,-7,-2,0.0,-0.3,-16
O=C(O)Cn1ccnc1,nt,4,-4,-7,-2,-35,0.0,-1.6,-0.9
COc1cccc(C(=O)N(Cc2cc3cc(C)ccc3[nH]c2=O)CC2CCCO2)c1 (stereo not given),nt,-6,2,7,-15,?,-0.2,?,-0.8
Cc1ccc2cc(S(=O)(=O)NCCCC(=O)O)ccc2c1,nt,7,6,2,-2,-2,0.5,-0.8,0.2
CN1CCN(S(=O)(=O)c2cccc(C(=O)Nc3cccc(S(N)(=O)=O)c3)c2)CC1,0.3,4,-4,5,-3,-8,1.0,-2.2,-0.7
Cc1ccc2occ(/C=N/NC(=O)c3ccc(Cl)cc3)c(=O)c2c1,1.4,11,-11,-3,2,-1,-0.6,-0.7,-2.3
Cc1ccc(NC(=O)CCCC(=O)OC(C)C(=O)c2ccccc2)cc1 (stereo not given),0.1,-6,17,4,-3,2,-0.1,-1.4,-4.7
Cc1ccc(C(C(=O)NC(C)(C)C)N(Cc2ccc3c(c2)OCO3)C(=O)c2ccc(CN3CCOCC3)o2)o1 (stereo not given),0.4,-2,4,-2,1,-1,1.4,0.2,-3.8
Cc1ccnc(SCC(=O)N2CCN(c3ccccc3)CC2)n1,nt,6,1,-4,-6,3,1.0,1.8,-4.9
CCOc1ccc(-c2c(C(=O)N/N=C/c3c[nH]c4ccccc34)nnn2-c2nonc2N)cc1,-1.1,5,-6,-8,0,5,-0.3,1.8,-2.1
O=C(C[C@@H]1C[C@@H]2c3cc(NC(=O)C4CCC4)ccc3O[C@@H]2[C@@H](CO)O1)NCc1ccc(Cl)cc1,1.4&-2.2,6,-6,4,-1,-7,nt,-0.3,-2.4
Cc1ccc(C(=O)COC(=O)CCc2ccc(S(=O)(=O)N3CCCCC3)cc2)cc1,nt,-5,-3,-2,-4,-16,-0.3,-1.1,1.8
Cc1cc(C)n(-c2nc(SCC(=O)N3CCCC3)c3c4c(sc3n2)CCCC4)n1,nt,0,26,1,0,-1,2.6,0.0,-3.2
COC(=O)C1(C(F)(F)F)N=C2Sc3ccccc3N2C(N2CCOCC2)=N1 (stereo not given),4.3,-7,-2,0,-5,-4,-0.8,-0.2,-8.3
Cc1cccc(CNS(=O)(=O)c2csc(C(N)=O)c2)c1,0.5,12,-2,-2,3,-1,0.4,0.3,0.1
CC(C)Sc1nc2ccccc2c(=O)[nH]1,nt,-4,9,1,-24,?,0.8,?,-0.5
COc1ccc(C(=O)Nc2cc(OC)c(Cl)cc2OC)cc1,3.4,4,16,2,-9,-10,2.2,-0.1,-2.4
CN(C)Cc1c(O)c(Cl)cc2c3c(c(=O)oc12)CCCC3,nt,-211,6,-7,-2,-4,2.4,-0.1,2.1
O=C(c1cccn2c(=O)c3ccccc3nc12)N1CCN(c2ccccn2)CC1,nt,-6,8,-6,2,-2,-0.1,-3.1,0.2
O=C(NC1=NCCS1)c1sc2ccccc2c1Cl,0.9,-17,-1,1,-8,-22,7.1,-1.5,-8.6
O=C(NCCOc1ccccc1)c1cccc2c1C(=O)c1ccc(Cl)cc1S2(=O)=O,1.3,-4,4,-30,-4,-4,-0.1,-0.7,-2.3
O=C(COC(=O)[C@@H]1CCCN1C(=O)c1cccs1)Nc1cccc([N+](=O)[O-])c1,-0.3,22,-4,-7,-4,1,4.4,-0.9,-3.2
CCCOC(=O)C1=C(C)N(C)C(=O)NC1c1cc2c(cc1[N+](=O)[O-])OCO2 (stereo not given),0.3,6,-2,-9,1,-9,-0.2,-1.9,-1.1
CCn1cc(C(=O)NCCCOC(C)C)c(=O)c2cc(S(=O)(=O)N3CCC(C)CC3)ccc21,-1.1,9,10,2,0,-1,0.2,-1.0,-0.9

# 2 records drawn at random from those above, as already listed:
SMILES,TcdB inh,CCHFV vOTU inh,Yp Topo-I inh,PrPC surface inh,Anthrax LF prot,BoNT-F LC inh,PfHsp40 rescue,BoNT-A LC inh2,FadD28 FP inh
CN(C)Cc1c(O)c(Cl)cc2c3c(c(=O)oc12)CCCC3,nt,-211,6,-7,-2,-4,2.4,-0.1,2.1
O=C(NC1=NCCS1)c1sc2ccccc2c1Cl,0.9,-17,-1,1,-8,-22,7.1,-1.5,-8.6

# (cont.)
SMILES,TcdB inh,CCHFV vOTU inh,Yp Topo-I inh,PrPC surface inh,Anthrax LF prot,BoNT-F LC inh,PfHsp40 rescue,BoNT-A LC inh2,FadD28 FP inh
COc1ccc(S(=O)(=O)N2CCCCCC2)cc1NC(=O)CN1C(=O)CNC1=O,-11,11,12,13,4,-7,0.0,0.0,-1.0
Cc1ccc(N2CC(NC(=O)C(=O)c3c[nH]c4ccccc34)CC2=O)cc1C (stereo not given),3.1,-4,5,3,-3,-3,-0.3,0.8,-3.1
CCOC(=O)c1c(NC(=O)c2cc3n(n2)C(C(F)(F)F)CC(c2cccs2)N3)sc(C)c1C (stereo not given),nt,4,-2,8,-7,-2,-0.9,-1.0,-0.2
CCCCNC(=O)C1CCN(Cc2ccc(OCc3ccccc3)c(OC)c2)CC1,0.6,-8,2,-4,nt,nt,0.5,nt,-0.1
COc1cccc(/C=C2\CCCCC2=O)c1,0.1,-16,2,1,1,-16,-0.8,-0.7,-0.9
COC(=O)COc1ccc2cc(-c3ccc(OC)cc3)c(=O)oc2c1,2.0,-38,0,5,-3,6,1.0,0.2,-1.8
COc1ccc(OCCN2CCCC2)cc1Nc1nnc(Cl)c(Nc2ccccc2S(C)(=O)=O)n1,nt,nt,0,nt,-5,-15,-0.9,-0.6,-0.5
COc1cc(C(=O)NC2=NCCS2)cc(OC)c1OC,-0.6,-3,-5,-3,2,2,-1.8,0.4,-1.8
CC(C)c1ccccc1OCC(=O)N1CCCN(C)CC1,-1.2,-4,4,7,0,-10,-1.2,-3.0,-1.4

# Part of the list above with just BoNT-A LC inh2.
compound	BoNT-A LC inh2
Cc1ccc(N2CC(NC(=O)C(=O)c3c[nH]c4ccccc34)CC2=O)cc1C (stereo not given)	0.8
CCOC(=O)c1c(NC(=O)c2cc3n(n2)C(C(F)(F)F)CC(c2cccs2)N3)sc(C)c1C (stereo not given)	-1.0
